Screening results (PubChem BioAssay)
E coli Lon inh = inhibitors of E. coli Lon protease; AID 602123; inhibition, % at 7.94 µM; purified E. coli Lon protease, fluorescence polarization; P0A9M0; 360,000 tested, 0.42% active; in the data active means inhibition above about 13%, passing the limit was not always enough;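 further: 0% = enzyme with probe and DMSO and 100% = no enzyme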
MT1-MMP act inh = MT1-MMP (human) activation inhibition | GFP/RFP ratio change, % at 20 µM | 360,000 tested, 0.061% active | HT1080 RFP-PRO-GFP cells, GFP/RFP ratio fluorescence, overnight; percent of plate control window, DMSO zero | AID 651647 | P50281;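 active means GFP/RFP ratio change of at least 30% with cell ATP level not reduced by more than half and red fluorescence within 50% of control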; further: strong numbers were not always called active
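system = RFP-PRO-GFP reporter HT1080 cells | dosing = 20 µM single dose, 1% DMSO | timing = overnight cell settling, then overnight compound exposure, 37 °C, 5% CO2 | read-out basis = GFP/RFP fluorescence ratio | controls = DMSO and RFP-L50D-GFP cell wells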
Neddyl block = blocks human cullin neddylation | TR-FRET cullin neddylation, biochemical | calls only at 25 µM | 360,000 tested, 0.58% active; in the data active means inhibition above about 36%
Target sequence (P61081 whole entry, looked up): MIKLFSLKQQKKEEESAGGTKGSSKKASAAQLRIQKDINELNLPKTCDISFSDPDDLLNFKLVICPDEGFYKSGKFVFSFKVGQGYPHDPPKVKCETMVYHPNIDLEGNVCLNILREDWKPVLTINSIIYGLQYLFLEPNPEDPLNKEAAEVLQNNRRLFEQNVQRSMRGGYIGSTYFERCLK
Target sequence (Q13564 whole entry, looked up): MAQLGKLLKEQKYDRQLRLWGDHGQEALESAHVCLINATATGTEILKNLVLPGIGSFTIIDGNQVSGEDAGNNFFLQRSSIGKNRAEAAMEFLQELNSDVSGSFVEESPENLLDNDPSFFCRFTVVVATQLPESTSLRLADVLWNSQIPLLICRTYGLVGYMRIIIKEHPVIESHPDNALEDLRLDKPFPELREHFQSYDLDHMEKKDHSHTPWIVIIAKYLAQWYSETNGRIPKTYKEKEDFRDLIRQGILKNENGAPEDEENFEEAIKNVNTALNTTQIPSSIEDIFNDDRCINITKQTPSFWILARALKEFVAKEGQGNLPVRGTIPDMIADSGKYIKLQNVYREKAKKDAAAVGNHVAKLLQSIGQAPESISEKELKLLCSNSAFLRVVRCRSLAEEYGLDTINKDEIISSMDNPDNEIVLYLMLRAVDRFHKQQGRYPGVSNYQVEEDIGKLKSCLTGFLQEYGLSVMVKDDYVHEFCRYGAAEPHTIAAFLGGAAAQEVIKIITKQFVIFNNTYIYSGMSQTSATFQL
NRP1-CendR mod = NRP-1/CendR interaction modulation; inhibition, % at 25 µM; 360,000 tested, 0.85% active; AID 602438; O14786; FAM-RPARPAR peptide binding to NRP-1, fluorescence polarization;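 active means inhibition or corrected inhibition above about 18%, plus a signal ratio from 0.5 to 1.5, limit read from the data, passing the limit was not always enough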; further: strong numbers were not always called active
FAS TE block = inhibitors of human fatty acid synthase thioesterase domain. recombinant FAS-TE, OMFH fluorogenic substrate, fluorescence endpoint. P49327. inhibition, % at 15 µM. 360,000 tested, 0.67% active;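 active means compounds whose normalised, plate-corrected inhibition of enzyme fluorescence in the single-dose primary screen is 50% or more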;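 further: 0% = DMSO with enzyme and 100% = substrate without enzyme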
Rin1-Abl PPI inh = blocks binding of human Rin1 to Abl; inhibition, % at 7.35 µM; TR-FRET Rin1/Abl binding, biochemical; P00519+Q13671; 360,000 tested, 0.4% active; AID 588664; in the data active means inhibition above about 5%, passing the limit was not always enough
bovine MsrA act = bovine methionine sulfoxide reductase A activation; purified bovine MsrA, absorbance read-out; activation, % at 10.6 µM; 360,000 tested, 0.3% active; in the data active means activation above about 7.5%;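 further: 0% = vehicle and 100% = reference activator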
MLLE-PAM2 inh = blocks PAM2 peptide binding to the PABP1 MLLE domain. AID 588489. 360,000 tested, 0.36% active. inhibition, % at 20 µM. GST-MLLE / FITC-PAM2 fluorescence polarization. P11940; in the data active means inhibition above about 35%, passing the limit was not always enough;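 further: plate controls were DMSO wells with GST-MLLE for no effect and wells lacking GST-MLLE protein for full effect; some results filed as inactive read as strong as hits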
SKN-1 inh = blocks SKN-1 activity in C. elegans; C. elegans VP596 Pgst-4::GFP/RFP ratio, acrylamide-induced, 24 h; inhibition, % at 21.8 µM; 360,000 tested, 0.49% active;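 active means interference check ratio from 0.5 to 1.5 plus GFP to RFP signal ratio inhibition reaching or exceeding a fixed threshold, cut at about 30% in these data, passing the limit was not always enough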; further: some compounds called inactive have numbers as strong as hits
Active calls of the source: *; i = inactive; nt = no result given.

SMILES	E coli Lon inh	MT1-MMP act inh	Neddyl block	NRP1-CendR mod	FAS TE block	Rin1-Abl PPI inh	bovine MsrA act	MLLE-PAM2 inh	SKN-1 inh
CN1CCN(C(=O)c2cc3c(n(-c4ccccc4)c2=O)CC(C)(C)CC3=O)CC1	0	0	i	0	-10	2	-8	-2	-16
CCOc1ccc(CC(C(N)=O)C(N)=O)cc1	14	1	i	-22	-3	5	2	-6	4
O=C(CSc1nc2ccccc2c(=O)n1-c1ccccc1)NCc1ccc2c(c1)OCO2	7	4	i	7	-1	1	-9	2	-7
Cc1cc(C(=O)COC(=O)C23CC4CC(CC(O)(C4)C2)C3)c(C)n1C	-3	1	i	16	-3	6	-1	0	-5
O=C(NC1CC1)c1ccc(S(=O)(=O)NCC2CCCCC2)cc1	-1	2	i	-3	-7	2	-2	5	-9
COc1ccc(CN2CCCCC2C)c(C)c1C (configuration not stated)	-2	12	i	4	-10	-2	-2	6	-2
COCCNC(=O)Cn1nc(C)c([N+](=O)[O-])c1C	-6	-2	i	8	-3	1	-7	-17	8
C/C(=N\NC(=O)c1nnn(-c2nonc2N)c1CN(C)C)c1ccco1	3	-5	i	10	-5	0	-1	0	4
Cn1c(N)c(C(=O)COC(=O)CCC2CCCC2)c(=O)n(C)c1=O	5	-4	i	8	8	-1	-3	-1	13
Cc1cccc(C(=O)Nc2ccc(CC(=O)O)cc2)c1	-6	-10	i	13	-3	2	-3	2	6

Look-ups from the list.
NRP1-CendR mod, Cc1cc(C(=O)COC(=O)C23CC4CC(CC(O)(C4)C2)C3)c(C)n1C → 16
bovine MsrA act, COCCNC(=O)Cn1nc(C)c([N+](=O)[O-])c1C → -7

Next part:
SMILES	E coli Lon inh	MT1-MMP act inh	Neddyl block	NRP1-CendR mod	FAS TE block	Rin1-Abl PPI inh	bovine MsrA act	MLLE-PAM2 inh	SKN-1 inh
C=CCn1c(SCC(=O)O)nnc1-c1cccc(Cl)c1	-4	0	i	17	-6	2	-1	-73	3
COc1ccc(NC(=O)COC(=O)c2ccc(O)cc2)c([N+](=O)[O-])c1	-4	-4	i	0	1	0	-9	8	-1
CNC(=O)CN1C(=O)C2C3C=CC(C3)C2C1=O (configuration not stated)	3	-3	i	3	-6	2	1	15	9
CN(CC(=O)Nc1ccc(F)c(F)c1F)C(=O)c1cc(S(=O)(=O)N(C)C)ccc1N1CCCC1	-13	-1	i	15	8	3	-1	0	20
CC1(CO)CCCC1NCCNC1CCCC1(C)CO (configuration not stated)	-5	5	i	-2	-5	3	-5	-9	14
N#Cc1cccc(C#N)c1N1CCC(C#N)CC1	-2	1	i	1	-3	2	-4	-2	-17
COc1cccc(NC(=O)COC(=O)C2CC(=O)N(c3ccc(C)cc3)C2)c1 (configuration not stated)	-9	1	i	0	-2	2	-4	-4	-1
CNc1ncnc(Sc2ccc(Cl)cc2)c1[N+](=O)[O-]	-4	-11	i	-19	14	0	-2	20	7
CCCC(c1nnnn1C(C)(C)CC)N1CCN(C2CCCC2)CC1 (configuration not stated)	-8	-4	i	-3	-10	-4	-5	3	-3
Cc1c(Cl)cccc1NC(=O)CNC(=O)c1cn(-c2ccccc2)nc1-c1cccnc1	-16	5	i	-5	4	2	-1	-56	16

Entries shown so far that contain a nitro group on carbon:
SMILES	E coli Lon inh	MT1-MMP act inh	Neddyl block	NRP1-CendR mod	FAS TE block	Rin1-Abl PPI inh	bovine MsrA act	MLLE-PAM2 inh	SKN-1 inh
COCCNC(=O)Cn1nc(C)c([N+](=O)[O-])c1C	-6	-2	i	8	-3	1	-7	-17	8
COc1ccc(NC(=O)COC(=O)c2ccc(O)cc2)c([N+](=O)[O-])c1	-4	-4	i	0	1	0	-9	8	-1
CNc1ncnc(Sc2ccc(Cl)cc2)c1[N+](=O)[O-]	-4	-11	i	-19	14	0	-2	20	7

Next structures.
SMILES	E coli Lon inh	MT1-MMP act inh	Neddyl block	NRP1-CendR mod	FAS TE block	Rin1-Abl PPI inh	bovine MsrA act	MLLE-PAM2 inh	SKN-1 inh
Clc1ccc(C2=NNC(=NCC3CCCO3)SC2)cc1 (configuration not stated)	-8	-1	i	-11	-11	1	-3	-26	0
Cc1ccc2nc(NC(=O)Cn3cc4c(n3)CCCCC4)sc2c1	3	0	i	-5	2	-3	1	4	-6
Cc1ccc(NC(=O)COC(=O)Cn2c(C)csc2=O)c([N+](=O)[O-])c1	-6	-8	i	-4	-3	-4	-1	6	-7
CC(C)c1ccc(N=c2c([N+](=O)[O-])nn(-c3ccc4c(c3)OCCO4)n2O)cc1	3	14	i	8	19	0	1	3	18
C[C@@H]1CN([C@H](C)CO)C(=O)CCCn2cc(nn2)CO[C@H]1CN(C)S(=O)(=O)c1cccs1	-4	3	i	10	-11	0	1	-7	-17
CSCCC(=O)N1CCC(CCC(=O)NC2CC2)CC1	-1	2	i	6	-4	0	-1	20	15
CCN(Cc1cnn(C)c1)C(=O)c1ccc2nc(Cc3cccc(Cl)c3)oc2c1	-2	3	i	7	-7	1	0	1	13
Nc1ccc(-c2cnc[nH]2)cc1[N+](=O)[O-]	10	3	i	14	-9	-20	6	20	7
O=C(NN=C1CCCC1)c1ccccc1OCCOc1ccccc1	-6	5	i	-1	0	1	-3	5	-2
CCOc1ccc(/C=N/Nc2ccc(C(F)(F)F)cc2[N+](=O)[O-])cc1O	-4	11	i	-6	1	0	-4	-11	1

An excerpt from above in order of formula weight, rising.
SMILES	E coli Lon inh	MT1-MMP act inh	Neddyl block	NRP1-CendR mod	FAS TE block	Rin1-Abl PPI inh	bovine MsrA act	MLLE-PAM2 inh	SKN-1 inh
CSCCC(=O)N1CCC(CCC(=O)NC2CC2)CC1	-1	2	i	6	-4	0	-1	20	15
Clc1ccc(C2=NNC(=NCC3CCCO3)SC2)cc1 (configuration not stated)	-8	-1	i	-11	-11	1	-3	-26	0
CCOc1ccc(/C=N/Nc2ccc(C(F)(F)F)cc2[N+](=O)[O-])cc1O	-4	11	i	-6	1	0	-4	-11	1

The listing continues.
SMILES	E coli Lon inh	MT1-MMP act inh	Neddyl block	NRP1-CendR mod	FAS TE block	Rin1-Abl PPI inh	bovine MsrA act	MLLE-PAM2 inh	SKN-1 inh
COc1ccccc1CNS(=O)(=O)c1csc(C(N)=O)c1	3	2	i	4	-3	2	-8	2	8
CCC(=O)N1CCN(c2cc(C)ccc2C)CC1	-1	-3	i	-2	-7	-2	-7	13	-2
O=C(/C=C/c1ccc(Br)cc1)NCc1cccs1	-9	-2	i	-1	-4	0	-1	-5	-1
CCOc1ccc(CCNC(=O)c2cccc(S(=O)(=O)N3CC(C)OC(C)C3)c2)cc1OCC (configuration not stated)	-13	2	i	7	4	1	-1	-42	8
Cc1nnc(SCC(=O)NCC(=O)Nc2ccc(F)c(F)c2F)n1Cc1ccccc1	3	-3	i	5	-5	1	-5	11	9
Cc1ccc(-c2cn3c(n2)SCC3)cc1	1	-1	i	13	-1	3	-2	8	10
NC(Cc1ccc(Cl)cc1)c1csc(Nc2ccc(S(N)(=O)=O)cc2)n1 (configuration not stated)	-3	-7	i	-7	-5	0	-3	3	22
FC(F)(F)c1cccc(-c2nc(-c3ccncc3)no2)c1	6	1	i	6	2	0	-2	-5	50*
CCOC(=O)C1CCCN(C(=O)c2cnn3c(C(F)F)cc(-c4ccc(C)cc4)nc23)C1 (configuration not stated)	0	14	nt	8	24	3	6	6	-11
Cc1nc2c(C)cccc2cc1C(=O)N/N=C/c1cccc([N+](=O)[O-])c1	-15	-1	i	3	16	4	-10	-14	4

Structures listed so far that contain fluorine:
SMILES	E coli Lon inh	MT1-MMP act inh	Neddyl block	NRP1-CendR mod	FAS TE block	Rin1-Abl PPI inh	bovine MsrA act	MLLE-PAM2 inh	SKN-1 inh
CN(CC(=O)Nc1ccc(F)c(F)c1F)C(=O)c1cc(S(=O)(=O)N(C)C)ccc1N1CCCC1	-13	-1	i	15	8	3	-1	0	20
CCOc1ccc(/C=N/Nc2ccc(C(F)(F)F)cc2[N+](=O)[O-])cc1O	-4	11	i	-6	1	0	-4	-11	1
Cc1nnc(SCC(=O)NCC(=O)Nc2ccc(F)c(F)c2F)n1Cc1ccccc1	3	-3	i	5	-5	1	-5	11	9
FC(F)(F)c1cccc(-c2nc(-c3ccncc3)no2)c1	6	1	i	6	2	0	-2	-5	50*
CCOC(=O)C1CCCN(C(=O)c2cnn3c(C(F)F)cc(-c4ccc(C)cc4)nc23)C1 (configuration not stated)	0	14	nt	8	24	3	6	6	-11

Additional results follow:
SMILES	E coli Lon inh	MT1-MMP act inh	Neddyl block	NRP1-CendR mod	FAS TE block	Rin1-Abl PPI inh	bovine MsrA act	MLLE-PAM2 inh	SKN-1 inh
Cc1ccccc1NC(=O)NCCc1c[nH]c2ccccc12	10	7	i	-13	0	-2	-1	-3	0
CC(=O)c1c(OC(=O)c2ccccc2)ccnc1C(F)(F)F	20	6	i	7	-6	1	0	4	-4
COC(=O)c1cc(Sc2cccc(Cl)c2Cl)ccn1	0	4	i	-5	0	-2	-7	2	1
O=C(/C=C/c1ccccc1)N1c2ccccc2Sc2ccc(C(F)(F)F)cc21	-3	1	i	11	2	-2	-15	-12	-11
Cc1cc(Nc2ccc(F)c(F)c2)nc(-c2ccccc2O)n1	2	-1	i	-2	8	0	-3	-9	1
C/C=C(\C)CN1CCN(c2ccccc2)CC1	-6	4	i	11	-11	2	-1	6	1
C#Cc1ccc(NC(=O)C2(C)CCN2C(=O)c2cc(C)n(C)n2)cc1 (configuration not stated)	-12	2	i	-11	0	2	-3	6	-9
COc1ccc(/C=C2\N=C3CCCN3C2=O)cc1	1	3	i	4	-8	-6	-5	3	-16
Cc1cnc(NC(=O)Cc2ccc(C)c(C)c2)s1	-3	-7	i	2	2	1	-3	11	6
CC(=O)CCc1ccc(OCC(=O)Nc2cccc(S(=O)(=O)N(C)c3ccccc3)c2)cc1	-12	0	i	18	18	0	-2	-14	-6
CCc1nnc(NC(=O)CSc2nc3c(c(=O)n2C)SC(C)C3)s1 (configuration not stated)	-7	1	i	-1	-3	-2	0	0	-3
O=C(/C=C/c1ccccc1)NCc1ccc2c(c1)OCO2	16	3	i	4	3	3	-5	9	-1
CN(C(=O)c1ccc(COc2ccccc2Cl)o1)c1ccccc1	-5	1	i	2	11	1	-6	-10	2
Cn1c(=O)c2c(nc(Sc3ncnn3CC(=O)NC3CCCCC3)n2C)n(C)c1=O	2	1	i	-6	-4	3	0	-2	7
CCOC(=O)Cc1csc(NC(=O)/C=C\c2ccccc2Cl)n1	-8	-16	i	-1	4	3	-2	-5	0
N/C(CCCN1CCCCC1)=N/O	-2	-3	i	7	-9	2	-2	-4	0
CC1CCN(c2nc3c(c(=O)[nH]c(=O)n3C)n2CC(C)CSc2nnnn2-c2ccccc2)CC1 (configuration not stated)	-9	-2	i	-7	7	2	-3	-8	28
CCc1nnc(NC(=O)c2nc3nccc(C)n3n2)s1	-3	2	i	0	-3	-1	-2	9	7
COC(=O)C1C(C(=O)OC)C1(c1ccccc1)c1ccccc1 (configuration not stated)	-7	3	i	-7	-1	-1	-4	1	-10
COc1ccc(-c2c(C3=CCCCC3)oc3ccc(-c4ccc5c(c4)OCO5)cc23)cn1	-11	-4	i	0	32	-1	0	-6	-3
O=C(Nc1ccc2c(c1)OCCO2)N1CCN(c2ccc(F)cc2)CC1	-10	12	i	-3	-5	0	-10	-2	9
Fc1cccc(Oc2nc3ccccc3n3cccc23)c1	9	-2	i	-8	19	3	-5	5	12
CCCCN(C(=O)C(C)N1C(=O)c2ccccc2C1=O)c1c(N)n(CCCC)c(=O)[nH]c1=O (configuration not stated)	4	4	i	-3	-17	0	-6	-2	-15
Cc1c(NS(=O)(=O)c2ccc3c(c2)NC(=O)CC(=O)N3)cccc1[N+](=O)[O-]	-8	-5	i	4	-8	-2	0	0	-7
COc1ccc(CN(C)C(=O)C2CSC3(C)CCC(=O)N23)cc1OC (configuration not stated)	-4	-4	i	-6	-6	-2	1	-2	-3
